# TrxR1 substrate = qHTS Assay for Substrates of Mammalian Selenoprotein Thioredoxin Reductase 1 (TrxR1): qHTS; Thioredoxin reductase 1, cytoplasmic (Rattus norvegicus), O89049; purified TrxR1 substrate turnover, NADPH consumption readout; Potency, µM (titrated, usually from 114 µM), for the others: at the highest dose activity change, negative = substrate turnover; 0.01% of 390,000 active; AID 588456, 2011; further: potency means the concentration at half of the fitted maximal effect; on the % scale 0 is the no-effect control and ±100 the full control effect; nearly all actives have a fitted effect of over 50% in size
#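 Rat TrxR1, dispensed at 90 nM, was prereduced with 400 uM NADPH (final) for 5 min at ~22 deg C, then incubated with compound 15 min before 400 uM selenite. A first-read NADPH fluorescence drop versus no-compound background flagged substrates.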
# USP1 inh = Inhibitors of USP1/UAF1: Primary Screen | 0.23% of 390,000 active | recombinant USP1/UAF1, Ub-Rhodamine cleavage fluorescence | Ubiquitin carboxyl-terminal hydrolase 1 (Homo sapiens), O94782 | Potency, µM (series often up to 57.1 µM), inactives show at the top dose activity change, negative = inhibition, usual class: inhibitors; further: potency means the concentration at half of the fitted maximal effect; on the % scale 0 is the no-effect control and ±100 the full control effect; nearly all actives have a fitted effect of over 60% in size; inactives centre near -12
# Target sequence (O94782 whole entry, looked up): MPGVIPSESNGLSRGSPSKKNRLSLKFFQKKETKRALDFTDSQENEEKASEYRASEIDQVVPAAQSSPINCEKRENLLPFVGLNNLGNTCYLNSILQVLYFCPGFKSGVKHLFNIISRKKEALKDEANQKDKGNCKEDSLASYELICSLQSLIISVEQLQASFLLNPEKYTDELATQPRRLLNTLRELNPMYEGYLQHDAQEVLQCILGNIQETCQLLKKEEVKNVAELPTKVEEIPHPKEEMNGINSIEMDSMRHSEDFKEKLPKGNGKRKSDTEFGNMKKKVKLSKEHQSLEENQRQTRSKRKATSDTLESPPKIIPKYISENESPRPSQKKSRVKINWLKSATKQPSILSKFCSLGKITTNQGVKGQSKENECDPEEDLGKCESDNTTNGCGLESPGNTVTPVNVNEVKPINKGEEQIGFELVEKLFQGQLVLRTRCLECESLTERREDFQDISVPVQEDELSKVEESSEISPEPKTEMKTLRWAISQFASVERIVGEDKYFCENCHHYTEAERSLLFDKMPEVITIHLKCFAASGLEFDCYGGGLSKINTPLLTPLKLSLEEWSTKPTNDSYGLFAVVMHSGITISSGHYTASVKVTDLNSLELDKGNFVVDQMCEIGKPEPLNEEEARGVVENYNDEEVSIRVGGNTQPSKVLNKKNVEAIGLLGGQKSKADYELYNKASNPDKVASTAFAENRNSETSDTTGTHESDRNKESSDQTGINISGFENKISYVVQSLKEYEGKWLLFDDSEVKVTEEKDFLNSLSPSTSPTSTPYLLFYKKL
#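 1 nM enzyme complex + cpd, 15 min RT; start with Ub-Rho 150nM final; kinetic fluorescence ex 480/em 540, 6 reads q60 s. Buffer 50mM HEPES pH 7.8, 0.5mM EDTA, 0.1 mg/ml BSA, 1mM TCEP, 0.01% Tween-20.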
# D2 agonist = HTS Assay for Allosteric Agonists of the Human D2 Dopamine Receptor: Primary Screen for Agonists; HEK293 T-REx D2 cells, calcium flux agonist mode; 0.53% of 340,000 active; D(2) dopamine receptor (Homo sapiens), P14416; activation, % at 2 µM;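 active means activation over 3 SD above normal in the single-dose calcium agonist read, cut at about 30% in these data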; further: 0% is about no effect
#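 Agonism is scored from calcium flux in a force-coupled, inducible HEK293 cell line expressing D2, read kinetically for 180 s after compound addition against dopamine controls.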
# TrxR1 inh = qHTS Assay for Inhibitors of Mammalian Selenoprotein Thioredoxin Reductase 1 (TrxR1): qHTS | recombinant rTrxR1, NADPH fluorescence consumption, selenite substrate | Thioredoxin reductase 1, cytoplasmic (Rattus norvegicus), O89049 | 1% of 390,000 active | Potency, µM (titrated, usually from 114 µM), inactives show at the top dose activity change, negative = inhibition, actives largely listed as inhibitors; further: potency means the concentration at half of the fitted maximal effect; on the % scale 0 is the no-effect control and ±100 the full control effect; nearly all actives have a fitted effect of over 65% in size
#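 Rat TrxR1 (90 nM in the dispensed reagent) was pre-reduced with 400 uM NADPH for 5 min at room temperature, then incubated with compound for 15 min. After 400 uM selenite was added, NADPH fluorescence (Ex 340/Em 450 nm) was followed for 8 min.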
# PI4K2A inh = qHTS for small molecular inhibitors of PI4K2A. purified PI4K2A, ADP-Glo luminescence, 1 h; stronger effect = lower value. activity change, negative = inhibition, % at 76.9 µM. 0.13% of 420,000 active; in the data active means activity change below about -50%; inconclusive means mostly about -30% to -49%;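 further: -100% = wells without enzyme as full effect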
#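 ADP-Glo luminescence measured ADP generated by PI4K2A enzyme (4 ug/mL before mixing) with 1.2 mM PI substrate (pre-mix) and 300 microM ATP (pre-mix). Tris pH7.5 buffer with MgCl2, Triton X-100; 1 h reaction at ambient temperature.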
# IDH1 R132H inh = qHTS for Inhibitors of mutant isocitrate dehydrogenase 1 (IDH1): qHTS; Isocitrate dehydrogenase [NADP] cytoplasmic (Homo sapiens), O75874; IDH1-R132H enzyme, NADPH consumption, diaphorase/resazurin fluorescence; Potency, µM (doses to about 76.6 µM), inactives show top-dose activity change, negative = inhibition, hits mostly inhibitors; 0.093% of 390,000 active; further: potency means the concentration at half of the fitted maximal effect; on the % scale 0 is the no-effect control and ±100 the full control effect; nearly all actives have a fitted effect of over 65% in size
#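 IDH1-R132H (0.5 ug/mL) preincubated 30 min with compound, then NADPH (0.016 mM) and alpha-KG (2 mM) added; 80 min at RT, pH 7.5. Remaining NADPH coupled via diaphorase/resazurin to fluorescence (540/590 nm); concentration-response curves normalized to no-enzyme control.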
# D2 antagonist = HTS Assay for Allosteric Antagonists of the Human D2 Dopamine Receptor: Primary Screen for Antagonists; HEK293 TREx D2 cells, calcium flux, dopamine EC80; inhibition, % at 10 µM; 2% of 340,000 active; AID 485344, 2010; in the data active means inhibition above about 30%; further: 0% is about no effect
#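 Inhibition of EC80 dopamine-driven calcium flux, recorded kinetically, defines activity here; cells are a tetracycline-induced HEK293 T-REx line expressing force-coupled D2.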
# TRHR ag = qHTS for Small Molecule Agonists and Allosteric Enhancers of Human TRH Receptor: Primary Screen for Agonists. TRHR cells, calcium flux fluo-8, FDSS agonist mode. 0.18% of 360,000 active. Thyrotropin-releasing hormone receptor (Homo sapiens), P34981. AID 493084, 2011. activation, % at 2 µM; in the data active means activation above about 30%; further: 0% is about no effect
#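 Fluo-8-loaded TRHR cells; 10 s baseline, compound added, kinetic Ca2+ fluorescence read 1/s, agonist mode.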
# TRHR PAM = qHTS for Small Molecule Agonists and Allosteric Enhancers of Human TRH Receptor: Primary Screen for Enhancers; TRHR cells, fluo-8 calcium fluorescence, EC20 TRH enhancement; enhancement, % at 2 µM; 0.66% of 360,000 active; in the data active means enhancement above about 30%; further: 0% is about no effect
#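 Enhancer read-out: after compound pinning and an initial kinetic agonist-mode read, an EC20 of TRH (10 nM final) was injected and fluo-8 calcium signal (Ex 480/Em 530) followed at 1 s/cycle for 100 cycles in TRHR-expressing cells.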
# Numbers without * were called inactive; ? = inconclusive; · = not tested or not shown; & = joins results of further samples; [ ] = remark or other dose. Unless noted, the call rests on the fitted dose curve; in most records, active means well fitted inhibition curve with a large enough effect; inconclusive means small, poorly fitted or top-dose-only effect; inactive means no such curve, though single readings can be large or run the other way.
SMILES,TrxR1 substrate,USP1 inh,D2 agonist,TrxR1 inh,PI4K2A inh,IDH1 R132H inh,D2 antagonist,TRHR ag,TRHR PAM
Cc1ccc(OCCC(=O)OCC(=O)Nc2c(C)nn(-c3ccccc3)c2C)cc1,2.9%,-13.3%,0.2,7.7%,-2.2,2.2%,·,-0.5,-3.5
COc1cccc(C2C(C(=O)OC(C)C)=C(C)N=c3s/c(=C\c4ccc(C(=O)O)cc4)c(=O)n32)c1 (configuration not stated),5.4%,-8.8%,·,11.0%,-11.3,8.1%,·,-0.5,5.0
O=C(Nc1cc(-c2ccccc2)sc1C(=O)O)c1cccc(F)c1,-10.3%&-4.6%,-5.1%&-18.8%,-0.4&-1.2,-10.0%&-5.5%,3.1&-1.0,7.4%&13.6%,6.2,-0.4&-1.9,1.2&-3.9
O=C(Oc1ccc(N2C(=O)CCC2=O)cc1)c1ccccc1,-1.3%,1.6%,0.4,16.2%,-8.9,-2.1%,14.7,-0.1,-3.6
COc1cc(S(=O)(=O)Nc2cccnc2)ccc1Cl,-2.5%,-18.4%,-1.1,13.8%,2.6,11.4%,6.0,-1.0,-11.9
Cc1ccc(OCC(=O)NCC2(N3CCOCC3)CCCCC2)cc1C,-6.6%,-10.9%,-2.2,-0.3%,-5.4,9.8%,·,-2.4,-10.2
Cc1c(NC(=O)c2ccc(S(=O)(=O)Nc3ccccc3F)cc2)c(=O)n(-c2ccccc2)n1C,-2.0%,-12.3%,·,3.5%,0.7,0.2%,·,·,·
C/C(CC(=O)Nc1ccc2c(c1)OCCO2)=N\NC(=O)COc1ccc(C)cc1,-4.0%,?,-2.2,-22.4%,-3.5,2.1%,-7.7,-1.8,14.8
CCCCOC(=O)CCNc1n[nH]c(=O)[nH]c1=O,8.9%,-22.6%,0.0,24.1%,-1.5,2.7%,11.4,0.2,-7.6
O=C1CN(C(=O)CNC(=O)c2cccc(Cl)c2)c2ccccc2N1,4.4%,-5.8%,-0.1,5.2%[57.1 µM],5.6,7.3%,-6.8,-0.1,0.9

# Reprinted from the part before: 3 entries, followed by the next part.
SMILES,TrxR1 substrate,USP1 inh,D2 agonist,TrxR1 inh,PI4K2A inh,IDH1 R132H inh,D2 antagonist,TRHR ag,TRHR PAM
C/C(CC(=O)Nc1ccc2c(c1)OCCO2)=N\NC(=O)COc1ccc(C)cc1,-4.0%,?,-2.2,-22.4%,-3.5,2.1%,-7.7,-1.8,14.8
CCCCOC(=O)CCNc1n[nH]c(=O)[nH]c1=O,8.9%,-22.6%,0.0,24.1%,-1.5,2.7%,11.4,0.2,-7.6
O=C1CN(C(=O)CNC(=O)c2cccc(Cl)c2)c2ccccc2N1,4.4%,-5.8%,-0.1,5.2%[57.1 µM],5.6,7.3%,-6.8,-0.1,0.9
Cc1ccc(NC(=O)c2ccn(C)n2)c(Br)c1,10.5%[57.1 µM],-15.0%,-0.9,17.2%[57.1 µM],-1.3,6.8%,-15.3,0.6,2.2
Cc1cc2cc(CNC(=O)c3ccc(S(=O)(=O)N(C)C)cc3)ccc2n1C,-9.1%[57.1 µM],-3.7%,·,-6.9%[57.1 µM],-3.0,13.8%,·,0.4,-1.5
O=C(N/N=C/c1ccc([N+](=O)[O-])cc1)c1cccc(N2CCCC2=O)c1,-13.7%,-21.7%,-0.4,-13.6%,-3.1,3.0%,-7.4,-0.8,-1.9
COc1cc(OC)cc(C(=O)NCCN2C(=O)S/C(=C\c3cccs3)C2=O)c1,-1.1%[57.1 µM],-22.4%,-0.4,0.6%[57.1 µM],-3.1,4.4%,8.8,-0.1,4.7
Nc1nc(NCc2ccco2)nc(Nc2cccc(F)c2)c1[N+](=O)[O-],2.0%[57.1 µM],-10.2%,1.5,20.9%[57.1 µM],0.1,-0.1%,3.7,1.0,1.5
O=[N+]([O-])c1cc(-c2csc(NCCc3nc4cc(Cl)c(N5CCCCC5)cc4n3CCCO)n2)ccc1Cl,3.3%,-6.9%,·,0.5%[57.1 µM],-7.2,0.2%,·,·,·
CC1CCCN(C(=O)CSc2nnc3ccccn23)C1 (configuration not stated),18.4%,-21.5%,0.0,25.5%,-0.6,1.4%,-10.7,-0.3,-2.5
COc1ccccc1CNC(=O)c1ccc(SC)cc1OC,3.5%,-17.9%,-0.7,16.0%,1.9,5.2%,-12.3,-0.5,-2.9
CN(C)NC(=S)NC1CC2CCC1C2 (configuration not stated),4.2%,-17.3%,0.6,16.9%,0.4,2.8%,-1.5,-0.8,4.5
CCOc1ccc(-n2ccnc(SCC(=O)Nc3ccc(CC)cc3)c2=O)cc1,28.9%,-9.6%,0.3,-29.2%,-1.8,9.2%,7.4,0.0,-0.6
Cc1ccc(C)c(N2CCN(C(=O)CN3CCSc4ccc(S(=O)(=O)N(C)C)cc43)CC2)c1,0.2%[57.1 µM],-31.3%,-1.2,21.8%[57.1 µM],-1.4,2.1%,·,0.4,-10.4
COc1ccccc1OCC(=O)Nc1c(C(=O)c2ccc(C)cc2)oc2ccccc12,20.8%,-15.6%,·,11.0%,0.3,6.8%,·,0.0,-3.2
O=C(CSc1nc2c([nH]c3ccccc32)c(=O)n1-c1ccc(Cl)cc1)N1CCc2ccccc21,-0.8%[57.1 µM],-13.0%,1.1,14.6%[57.1 µM],-16.5,4.4%,·,-0.3,-1.9
Cc1ccc(Nc2ncnc3c2nnn3Cc2ccccc2)cc1,26.2%,-13.0%,0.1,2.4%[57.1 µM],-3.5,2.5%,0.6,-1.8,-0.5
COc1ccc(/C=C(/NC(=O)c2ccccc2)C(=O)N/N=C/c2ccc3c(c2)OCO3)cc1OC,2.2%,-19.5%,·,10.1%,-7.3,3.7%,·,-0.4,-0.2
O=C(COc1ccccc1)NCC1COc2ccccc2O1 (configuration not stated),7.8%,-22.7%,8.2,28.0%,0.1,-3.6%,4.1,-0.4,-4.6
COCCCNC(=O)c1sc2ncccc2c1-n1cccc1,6.6%[57.1 µM],-31.6%,-0.3,23.5%[57.1 µM],4.4,14.4%,·,0.2,0.9
COc1ccc(/C=C2\N=C(c3c(-c4ccccc4)noc3C)OC2=O)cc1OC,-5.1%,0.5%,·,-7.4%,19.5,3.5%,·,-0.3,0.3
COc1cccc(NC(=S)NC2CC3CCCC(C2)N3C2CCCC2)c1 (configuration not stated),2.1%[57.1 µM],-4.6%,0.3,-9.5%[57.1 µM],-4.0,0.0%,-15.3,3.1,4.2
CCc1nnc(SC(CC)C(=O)Nc2cc(C)ccc2C)c2cc3occc3n12 (configuration not stated),-4.7%,-12.0%,-0.6,16.6%,-1.9,-14.5%,·,-0.5,2.0
COc1ccc(NC(=O)c2ccco2)cc1NC(=O)c1c(OC)cccc1OC,-0.7%&-1.6%,-17.6%&-20.1%,-0.4&-0.8,2.4%&-8.0%,3.2&4.0,4.6%&-6.7%,18.1,-0.2&-0.8,0.5&14.9
CCc1ccc(NC(=O)N(Cc2ccco2)C(C)c2cccs2)cc1 (configuration not stated),-8.2%,-13.7%,0.7,9.7%,1.3,2.4%,-2.2,0.5,-7.5
COc1ccc(C(C)NC(=O)c2ccncc2)cc1OC (configuration not stated),-8.0%,-21.2%,-0.3,-10.8%,2.0,5.7%,2.2,1.1,-1.6
Cc1cccc(C)c1OCc1cc(C(=O)N2CCN(Cc3nccn3C)CC2)no1,-7.1%,?,0.2,-6.7%,7.1,6.1%,4.6,-0.3,-1.0
COc1ccc(NC(=O)CNS(=O)(=O)c2ccc3nc(C)sc3c2)c(OC)c1,-4.0%,-6.1%,0.5,0.7%,-3.1,-3.0%,9.7,-0.4,10.1
Fc1ccccc1CSc1ncnc2c1oc1ccccc12,1.1%,-18.0%,0.1,0.3%,-3.6,2.5%,2.8,0.4,-6.3
O=C(N/N=C\c1c[nH]c2ccccc12)c1ccc(O)cc1,-7.2%,-16.2%,0.5,7.4%,2.1,-4.5%,-16.3,0.5,2.8
COc1cccc(NC(=O)CSc2nnc(-c3cc(C)[nH]n3)n2N)c1,3.7%,-21.1%,·,7.2%,1.3,2.5%,·,0.1,-4.8
O=C(c1cccc(-c2ccc(O)cc2)c1)N1CCN(c2ccc(F)cc2)CC1,-9.8%,-12.4%,1.6,19.2%[57.1 µM],2.2,0.1%,-10.2,0.0,-2.0
O=C1CCCCCN1CP(=O)(O)CCc1ccccc1,10.7%,-19.3%,0.8,15.2%,1.6,3.3%,1.3,-0.8,-0.9
COC(=O)c1sccc1NC(=O)c1ccc(Cl)cc1,4.2%,-9.7%,0.3,16.5%,-0.6,-22.6%,-26.1,1.7,-6.4
COc1ccccc1C(=O)NC(=O)COC(=O)c1ncc(Cl)c(Cl)c1Cl,0.9%,-8.1%,-0.5,-3.2%,3.3,9.2%,12.7,-0.1,-4.3
Cc1ccc(CNC(=O)CS(=O)Cc2nc(-c3cccs3)oc2C)cc1 (configuration not stated),6.4%[57.1 µM],-11.5%,0.3,?,-6.7,-1.1%,14.6,-0.4,-4.2
NS(=O)(=O)c1ccc(NC(=O)COC(=O)c2cc3ccccc3cc2O)cc1,-1.2%,-17.3%,·,26.4%,2.9,-4.4%,·,1.1,0.5
C/C(CCc1oc2ccccc2c1-c1ccc(C)o1)=N/O,2.9%,-27.8%,-0.5,?,-7.8,7.3%,-23.0,-0.7,-2.9
